# Screening results (PubChem)
# PMI act: activators of human PMI, primary screen, biochemical, fluorescence intensity, near-Km mannose 6-phosphate. Mannose-6-phosphate isomerase (Homo sapiens), P34949. purified human PMI, coupled resazurin fluorescence, 20 min; hits give high values; 1 = vehicle control, 0 substrate-free wells. activation factor at 20 µM. actives 0.005% (n = 190,000);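 active = activation factor of 2 or more at 20 µM, relative to plate controls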
# Target sequence (P34949 whole entry, looked up): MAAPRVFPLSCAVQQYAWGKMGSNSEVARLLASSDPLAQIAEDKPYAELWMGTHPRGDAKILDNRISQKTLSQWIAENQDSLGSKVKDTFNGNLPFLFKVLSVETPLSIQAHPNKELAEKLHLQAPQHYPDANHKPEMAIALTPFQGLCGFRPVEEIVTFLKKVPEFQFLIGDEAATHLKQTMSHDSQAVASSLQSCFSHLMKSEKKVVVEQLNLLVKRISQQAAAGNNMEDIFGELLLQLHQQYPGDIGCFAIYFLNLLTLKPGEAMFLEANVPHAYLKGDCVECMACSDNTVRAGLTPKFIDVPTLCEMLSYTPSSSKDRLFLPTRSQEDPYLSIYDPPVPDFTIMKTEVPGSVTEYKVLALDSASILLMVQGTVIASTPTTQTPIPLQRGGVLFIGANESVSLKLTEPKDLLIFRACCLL
# Diaph act CS: compounds boosting diaphorase resazurin reduction – biochemical, uHTS, resorufin fluorescence, counter-screen for diaphorase-coupled primary assays, primary screen. Diaphorase/resazurin coupled assay, 16 min; hits give high values; 1 = vehicle wells, 0 = NADH-free wells. activation factor at 20 µM. AID 1229, 2008. actives 0.005% (n = 190,000);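 active = diaphorase activity raised at least twofold by the compound at 20 µM; inactive = activation factor below 2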
#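 Material: bacterial diaphorase enzyme (C. kluyveri); amount: enzyme 0.07 U/mL final; reagent: NADH substrate 0.114 mM plus resazurin dye 0.1 mM, final; doses: single compound dose of 20 µM, 1% DMSO final; timing: 16 min enzyme reaction, ambient temperature; measured by: fluorescence of resorufin, 544 nm excitation, 590 nm emission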
# S1P3 antag: S1P3 receptor antagonists, primary screen, cell-based | Sphingosine 1-phosphate receptor 3 (Homo sapiens), Q99500 | CHO S1P3 NFAT-BLA reporter, FRET fluorescence, antagonist mode | inhibition, % at 4.98 µM | actives 0.27% (n = 170,000);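 active = inhibition above the plate cutoff, the mean inhibition of test wells on that plate plus 3 SD, cut at about 28% in these data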;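 also: cells challenged with S1P at its EC80 of 0.8 µM; blue over green emission ratio from cleaved BLA substrate after 4 h stimulation; 0% = S1P-stimulated wells and 100% = unstimulated DMSO-only wells; some compounds past the cut are filed as inactive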
# Target sequence (Q99500 whole entry, looked up): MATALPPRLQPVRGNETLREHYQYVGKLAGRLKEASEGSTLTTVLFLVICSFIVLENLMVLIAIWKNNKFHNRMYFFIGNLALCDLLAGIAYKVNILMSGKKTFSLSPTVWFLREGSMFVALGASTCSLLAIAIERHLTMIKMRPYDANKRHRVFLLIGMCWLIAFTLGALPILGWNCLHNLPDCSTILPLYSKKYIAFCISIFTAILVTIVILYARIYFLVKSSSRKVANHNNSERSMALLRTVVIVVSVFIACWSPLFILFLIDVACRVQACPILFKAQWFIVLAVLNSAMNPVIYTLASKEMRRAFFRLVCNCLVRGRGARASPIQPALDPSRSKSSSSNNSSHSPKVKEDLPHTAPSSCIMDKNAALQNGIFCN
# Diaphorase inh: diaphorase inhibitors and chemical oxidizers, primary screen, counter-screen for diaphorase-coupled primary assays, biochemical, uHTS, resorufin fluorescence; diaphorase resazurin-to-resorufin fluorescence, NADH, 16 min; bacterial (C. kluyveri) enzyme, not human; actives 0.69% (n = 190,000); inhibition, % at 20 µM; AID 1217, 2008;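 active = primary screen inhibition at 20 µM above a set limit, cut at about 50% in these data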;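 also: plate controls were DMSO with full reaction for no effect and wells lacking NADH for full effect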
#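 controls = No-NADH positive control and DMSO neutral control | system = Clostridium kluyveri diaphorase enzyme | timing = reaction incubation of 16 min at room temperature | signal = resorufin fluorescence 544/590 nm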
# L major viab: Leishmania major promastigote growth inhibition, primary screen | inhibition, % at 10 µM | actives 9% (n = 200,000) | Leishmania major promastigotes, resazurin fluorescence viability;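 also: promastigotes grown with compound for 44 hours at 28 °C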
# Hsp70 activator: Hsp70 transcriptional activators, primary screen, cell-based, HeLa, Hsp70 promoter luciferase, luminescence, 10 µM; HeLa Hsp70 promoter luciferase reporter; scaled: vehicle 0, proteasome-inhibitor control 100%; activation, % at 10 µM; actives 0.04% (n = 200,000); AID 1203, 2008;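 active = activation above the mean across all tested compounds plus 3 SD, cutoff set per campaign, cut at about 5.5% in these data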;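 also: 100% = MG132 at 30 µM as the positive control and 0% = DMSO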
# G6PDH CS: L. mesenteroides G6PDH inhibitors, counter-screen for G6PDH-coupled screening assays, biochemical, Leuconostoc mesenteroides enzyme; actives 0.12% (n = 200,000); inhibition, % at 5 µM; AID 1020, 2008; glucose-6-phosphate dehydrogenase [Leuconostoc mesenteroides]; Purified L. mesenteroides G6PDH, diaphorase/resazurin coupled fluorescence, 45 min
# Redox H2O2 prof: compounds producing H2O2 with reducing agent – biochemical, NIH compound library profiling, artefact control for MLSCN library redox annotation, primary screen | DTT-dependent redox cycling H2O2, phenol red/HRP absorbance; 100% = 100 µM peroxide control, 0% = buffer | activation, % at 10 µM | actives 0.03% (n = 200,000) | AID 878, 2007;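 active = activation of at least 50% relative to the plate's high and low controls in the primary single-dose screen; inactive = activation below 50%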;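 also: compound incubated with DTT at 0.8 mM final as the reducing agent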
# RAM network inh: inhibitors of the yeast RAM network, primary screen, dse1pr::URA3 reporter, 5-FOA selection; S. cerevisiae dse1pr::URA3 reporter, 5-FOA growth OD615, 2 d; analog-sensitive cbk1-as2 kinase mutant strain; AID 868, 2007; inhibition, % at 50 µM; actives 1.8% (n = 190,000);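 active = inhibition above a set limit, 3 SD over mean compound inhibition, cut at about 8.4% in these data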;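 also: 0% = DMSO-only wells with no growth and 100% = 10 µM 1-NA-PP1 full growth; inhibition rescues growth on 5-FOA so higher OD means more RAM inhibition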
# TLR4-MyD88 BLA: inhibitors of TLR4-MyD88 association in cells, primary screen, cell-based, HeLa CL3-4, BLA complementation, FRET ratio; HeLa CL3-4 TLR4/MyD88 BLA complementation; actives 0.18% (n = 200,000); Toll-like receptor 4 (Homo sapiens) + Myeloid differentiation primary response protein …; inhibition, % at 8.4 µM; in the data active = inhibition above about 25%;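 also: 0% = vehicle and 100% = reference inhibitor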
# PMI act hi M6P: human PMI activators, high substrate, primary screen, biochemical, fluorescence intensity, near-saturating mannose 6-phosphate; AID 1216, 2008; actives 0.34% (n = 190,000); coupled PMI enzyme assay, resazurin fluorescence, 20 min; hits give high values; 1 = untreated enzyme, 0 = substrate-free blank; Mannose-6-phosphate isomerase (Homo sapiens), P34949; activation factor at 20 µM;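 active = activation factor of 2 or more at 20 µM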
#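 Test system – human PMI in coupled enzyme assay · Timing – 20 min incubation at room temperature · Detection – Diaphorase-driven resazurin-to-resorufin fluorescence, excitation 544, emission 590 nm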
# The depositor's hits bear a star; nt = no result given; & = joins results of further samples. Rule as the data show it, unless noted: active = inhibition above about 50%; inactive = the rest.
canonical_smiles	PMI act	Diaph act CS	S1P3 antag	Diaphorase inh	L major viab	Hsp70 activator	G6PDH CS	Redox H2O2 prof	RAM network inh	TLR4-MyD88 BLA	PMI act hi M6P
CC(C)c1ccc(Nc2cnn(C34CC5CC(CC(CC(=O)O)(C5)C3)C4)c(=O)c2Cl)cc1	0.9	0.9	nt	8.6	-4.4	0.3	2.0	0.1	5.8	12.0	1
COc1ccc(NC(=O)N2CCC(n3nnc4cc(C)ccc43)CC2)cc1	0.9	0.9	nt	10.6	1.6	-0.4	3.3	2.0	0.5	19.1	0.8
Nc1nc(SCc2ccc(Cl)cc2)ns1	1	0.9	-9.5	11.7	-3.4	0.4	-1.7	-1.0	-1.4	0.2	1
Clc1ccccc1CN(Cc1ccccc1)c1ncnc2nc[nH]c12	0.8	0.8	nt	24.3	0.1	-0.2	-17.2	1.1	1.6	8.5	0.9
CC(C)[C@H](NC(=O)NC1CCCc2ccccc21)C(=O)O (stereo partly specified)	1.1	0.9	1.3	12.4	-3.7	-0.1	-2.7	1.8	2.9	-0.2	1
CN(C)C(=O)NC(Nc1ccc(Cl)cc1Cl)C(Cl)(Cl)Cl (stereo unspecified)	0.8	0.8	nt	23.3	29.7	-0.1	-1.4	-4.5	-0.2	-2.2	0.8
Cc1[nH]c2ccc(F)cc2c(=O)c1SC(F)(F)C(F)C(F)(F)F (stereo unspecified)	1	0.8	nt	22.3	13.3	-0.1	3.5	0.1	2.0	6.3	1.1
COc1ccc2[nH]c(C(=O)O)c(NS(=O)(=O)c3ccc(Cl)s3)c2c1	1.1	0.8	-11.1	21.1	-6.4	-0.1	0.4	0.0	0.2	2.4	1
CC(C)OC(=O)C1C2C=CC3(CN(CC4CCCO4)C(=O)C13)O2 (stereo unspecified)	1	0.9	10.3	5.9	-9.1	0.1	-12.3	1.0	0.1	9.5	1
CCc1ccc(NC(=O)Nc2c(C)n(C)n(-c3ccccc3)c2=O)cc1	1	1	-13.6	-4.0	2.5	0.1	1.8	-1.3	3.2	-18.2	1
COc1ccc(S(=O)(=O)Nc2ccccc2C(=O)NCc2ccco2)cc1	1.1	1	-1.8	1.5	-4.7	0.0	7.1	-1.4	0.6	-3.6	1.1
CC(NC(=O)CSC(=S)N(C)C)C12CC3CC(CC(C3)C1)C2 (stereo unspecified)	0.8	0.9	7.4	14.9	6.3	-0.5	5.2	0.6	0.4	-20.2	0.9
OCC(C#CCN1CCCCC1)NCc1ccccc1 (stereo unspecified)	1	1	-1.3	4.1	-7.5	-0.2	-4.0	0.1	1.5	6.6	1
CC(=O)OC(C(=O)NC1CCCCC1)c1ccccc1Cl (stereo unspecified)	0.9	1	-1.5	0.6	7.6	-0.1	13.0	-0.4	1.8	7.9	0.9
O=c1cc(Nc2ccc3c(c2)OCO3)[nH]c(=O)n1-c1ccc(Br)cc1	1.1	0.8	nt	15.5	99.2*	0.8	3.2	1.4	2.2	2.2	1
CCOC(=O)Cc1csc(NC(=O)/C=C\c2ccccc2)n1	1	1	-15.0	3.7	33.2	-0.2	11.4	-1.5	-0.8	-8.0	1
NC(=O)N1c2ccccc2CC(=O)c2ccccc21	0.9&0.9	0.9&0.8	-21.6	11.6&22.8	4.2	-0.2&-0.2	9.8&23.3	0.2	0.9	10.0	0.7&0.7
O=C1CC(N2CCN(c3ccc(Cl)c(Cl)c3)CC2)C(=O)N1 (stereo unspecified)	0.9	1	-25.4	-1.5	1.3	-0.1	29.0	3.3	0.9	6.6	1
COc1ccc(OCC(=O)Nc2ccc(N3CCOCC3)cc2)cc1	1	0.8	3.5	15.3	4.0	-0.2	3.2	-0.5	2.6	1.1	0.8
FC(F)(F)c1cccc(N2CCc3cn[nH]c32)c1	0.8	0.9	nt	14.6	5.8	-0.1	-2.5	0.6	0.1	-1.1	0.8
CCOC(=O)c1[nH]c2ccc(OC)cc2c1NC(=O)/C=C/c1ccc2c(c1)OCO2	1	1	-10.3	0.1	42.4	-0.1	2.2	-0.8	1.9	2.4	1
O=C1CCC(C(=O)Nc2nnc(C3CC3)s2)=NN1	1	0.8	-14.2	15.9	1.3	-0.1	3.1	0.3	0.8	2.3	0.5
CCC(C)(C)NC(=O)CCCSc1nc2ccccc2s1	1	1	4.9	1.4	3.7	-0.1	14.3	-1.1	2.1	-14.4	1
COc1cccc(C(=O)N2CCN(Cc3cn[nH]c3-c3ccc(F)cc3F)CC2)c1	1	0.9	2.0	10.2	3.0	0.2	4.1	-1.4	2.0	-9.2	1
CC1(C)CC2(CCO1)OC(=O)CC2C(=O)Nc1ccccc1Cl (stereo unspecified)	0.9	0.8	1.1	15.8	-2.2	-0.1	6.4	-0.1	3.2	-19.6	1
CC(C)NC(NC(=O)Cc1ccccc1)C(Cl)(Cl)Cl (stereo unspecified)	1	0.9	nt	11.8	-3.9	0.1	1.7	-4.8	1.3	9.5	0.9
O=[N+]([O-])c1cccc(CNCc2ccccc2)c1	1	0.8	-7.7	17.4	17.4	-0.2	18.3	-0.3	3.4	-2.6	1
CN(c1ccc(C(=O)Nc2cccc([N+](=O)[O-])c2)cc1)S(C)(=O)=O	1.1	0.8	-4.9	15.1	7.3	-0.2	-0.5	-0.5	0.4	1.3	1.1
O=S(=O)(NCCc1ccccc1)c1cccc2cccnc12	1.1	0.9	-9.9	9.3	4.7	0.1	8.4	-0.1	0.0	5.5	1.1
CCCn1cc2c(c1-c1ccc(C)cc1)c(=O)n(C)c(=O)n2C	1	0.9	3.7	11.5	-1.7	-0.1	10.1	5.7	-0.3	-0.8	1
COc1cc(C(=O)OCC(=O)NCCN2C(=O)CSC2=O)ccc1OCc1c(C)noc1C	1.1	1	6.4	-1.8	-1.4	0.1	0.4	-0.2	1.0	0.1	1.1
O=S(=O)(/N=C(/Nc1ccc(F)cc1F)c1ccccc1)c1ccc(Br)cc1	1	1.1	-13.9	-6.4	2.5	-0.3	-7.1	0.3	5.3	-10.3	1.1
O=C(COc1c(Br)cc(Br)c2cccnc12)Nc1ccccc1F	1.5	0.8	-6.9	16.4	-3.4	-0.2	20.3	-0.4	1.9	-15.5	1
Cc1nc(-c2ccccc2)sc1C(=O)CSc1ccccc1	0.8	0.7	nt	27.5	-6.0	0.0	-25.5	2.0	0.5	7.9	0.8
CCOc1ccccc1-c1cc(C(=O)N/N=C/c2ccc3c(c2)OCO3)c2ccccc2n1	0.9	0.8	nt	15.3	50.7*	-0.3	1.0	0.2	2.7	-8.6	0.9
CCOC(=O)c1cnn(-c2nc3c(C)cccc3s2)c1C(F)(F)F	0.9	0.9	nt	14.1	-4.0	-0.3	4.3	0.2	2.8	-0.3	0.9
Nc1ccccc1C(=O)/C=C/c1ccc2c(c1)OCO2	1	0.9	-12.0	8.0	58.0*	-0.2	19.5	-1.0	-0.3	-8.4	1
COCCNC(=O)CN(c1ccc(C)cc1)S(=O)(=O)c1ccc(SC)cc1	1.1	0.9	-67.9	6.4	1.9	-0.2	6.3	-2.6	0.1	8.0	1
COCCN(CCOC)C(=O)c1c[nH]c2ccc(S(=O)(=O)N(C)c3ccc(F)cc3)cc2c1=O	0.9	0.8	nt	19.5	-7.5	-0.2	-1.8	1.3	4.5	-14.8	1
COC(=O)C1=C(C)NC(C)=C(C(=O)OC)C1C(=O)OCC(=O)N1c2ccccc2CC1C (stereo unspecified)	1	1.1	nt	-5.2	-3.5	-0.5	8.7	0.3	1.1	-9.5	1
COc1ccc(-c2nc(NC(=O)CSCCO)sc2C)cc1	1	0.9	-6.2	8.6	8.5	0.0	0.6	0.0	0.2	-11.0	1
C=CCOc1c(Br)cc(/C=C2/NC(=S)N(C(C)=O)C2=O)cc1OC	1	0.9	-0.1	13.9	7.6	0.3	7.9	-0.9	0.6	12.6	0.9
CC(NC(=O)Nc1cccc(Cl)c1)C(c1cccs1)N1CCCC1 (stereo unspecified)	1	1.1	-1.0	-5.1	15.0	-0.1	7.6	-0.4	1.1	2.6	1.1
CCCSc1nc2ccsc2c(=O)n1CC	1.1	1	-7.7	0.5	7.7	-0.1	-1.5	-0.3	-0.6	-9.6	1.1
Cc1ccc(/C=C2\SC(=S)N(Cc3ccccc3)C2=O)o1	0.8	0.7	nt	27.2	-7.6	0.0	2.3	2.6	6.4	8.2	0.8
Cc1ccc(S(=O)(=O)NNC2CC(=O)N(c3ccc(Br)cc3)C2=O)cc1 (stereo unspecified)	1.2	1.1	-14.0	-8.2	-2.6	-0.3	3.1	-1.3	6.0	8.3	1.1
Cc1cc(Cl)ccc1Oc1ncc(CN2CCN(c3ccccc3)CC2)s1	0.9	0.8	nt	18.8	-5.6	-0.1	6.4	-0.5	-0.3	-9.5	0.9
CSc1nc2ccc(NS(=O)(=O)c3ccc(Cl)s3)cc2s1	0.8	0.8	11.3	17.8	3.7	-0.1	0.8	1.9	7.6	4.1	0.9
CN(C(=O)c1ccco1)c1nc(CC(=O)Nc2ccccc2)cs1	1	0.9	nt	5.7	11.4	0.1	-6.7	15.8	1.6	0.8	1
COc1ccc(NC(=O)N(CCO)Cc2cc3c(C)cc(C)cc3[nH]c2=O)cc1	0.9	0.8	-20.3	15.7	9.0	-0.4	3.2	0.7	1.4	-6.8	0.9
